# Tau FP inhib – inhibitors of human tau fibril formation; P10636; K18 P301L tau heparin fibrillization, Alexa594 FP, 6 h; Potency, µM (doses to about 57.7 µM), inactives show at the highest dose activity, negative = inhibition, usual class: inhibitors; actives 0.39% (n = 280,000); further: on the % scale 0 is the no-effect control and ±100 the full control effect; nearly all actives have a fitted effect of over 55% in size
# Target sequence (P10636 561-689 P618L limits assumed): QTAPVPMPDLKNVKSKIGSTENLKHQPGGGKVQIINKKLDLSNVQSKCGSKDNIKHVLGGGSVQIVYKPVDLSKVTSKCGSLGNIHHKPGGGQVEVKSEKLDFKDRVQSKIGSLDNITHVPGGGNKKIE
#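 Recombinant K18 P301L […], labeled with Alexa 594 at 0.24 uM over 15 uM unlabeled; heparin inducer 20 uM final; 37 C, 6 hr; FP endpoint.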
# Tau fibril ThT – inhibitors of human tau fibril formation, thioflavin T binding | Potency, µM (titrated, usually from 57.4 µM), without a hit: at the top dose activity, negative = inhibition, usual class: inhibitors | AID 1460 | recombinant tau K18 P301L, heparin-induced fibrillization, ThT fluorescence | actives 2.1% (n = 270,000); further: on the % scale 0 is the no-effect control and ±100 the full control effect; nearly all actives have a fitted effect of over 55% in size
#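 Recombinant human tau K18 fragment […] carrying P301L, 15 uM unlabeled plus 0.24 uM Alexa 594-labeled, was fibrillized with 20 uM heparin in 100 mM sodium acetate pH 7 for 6 hr at 37 C; 30 uM ThT fluorescence read after 1 hr.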
# Tau fluor counter – counter-screen for tau fibril formation inhibitors | actives 0.93% (n = 280,000) | AID 1463 | Potency, µM (titrated, usually from 57.7 µM), for inactives: at the highest dose activity change, negative = decrease | tau K18 P301L Alexa594 fluorescence, heparin fibrillization; further: on the % scale 0 is the no-effect control and ±100 the full control effect; nearly all actives have a fitted effect of over 55% in size
#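 Human tau K18 P301L (15 uM unlabeled, 0.24 uM Alexa 594-labeled) in 100 mM sodium acetate pH 7 with 20 uM heparin, 6 hr at 37 C. ThT 30 uM added, 1 hr ambient; Alexa 594 FP and total fluorescence read at 555/632 nm.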
# GAA inhib – alpha-glucosidase (human) inhibition; Potency, µM (series often up to 76.9 µM), for the others: top-dose activity change, negative = inhibition, hits mostly inhibitors; actives 0.005% (n = 200,000); purified human GAA, 4-MU-alpha-glucoside fluorescence;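 further: plate controls were uninhibited enzyme wells for no effect and no-enzyme background for full effect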
#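 Read-out is 4-methylumbelliferone fluorescence (Ex 365/Em 440 nm) after NaOH/glycine stop at pH 10. Enzyme 4 nM, substrate 400 uM, pH 5.0 citrate buffer, 20 min room temperature; AC50 from Hill-equation concentration-response.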
# aGlu spleen mod – inhibits or activates alpha-glucosidase in human spleen homogenate; P10253; human spleen homogenate, 4-MU-alpha-glucoside fluorescence; Potency, µM (series often up to 79.9 µM), without a hit: top-dose activity change, negative = inhibition, usual class: inhibitors; actives 0.006% (n = 240,000);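 further: 0% = enzyme with vehicle and -100% = no enzyme basal signal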
#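 Human spleen homogenate (1 ug) incubated with compounds and 1 mM 4-methylumbelliferyl-alpha-D-glucopyranoside in pH 5.0 citrate/phosphate buffer, 37 C, 40 min. Stopped at pH 10; 4-MU fluorescence (Ex 365/Em 440 nm); AC50 by Hill fit.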
# HTT cytoprotect – Huntington cell model cytoprotection by ATP luminescence; Potency, µM (top dose mostly 56.4 µM), inactives show cytoprotection (ATP increase), most hits filed as activators; actives 0.14% (n = 230,000); PC12 HTT-Q103 induced, cytoprotection, ATP luminescence, 40 h;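 further: % of control where 0% means no effect; nearly all actives have a fitted effect of over 45% in size; toxic huntingtin expression switched on by the ecdysone agonist tebufenozide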
#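 Cells were plated at 1500 per well in phenol red-free DMEM with 5% equine and 5% calf serum. Tebufenozide (100 nM final) and compounds were added, then ATPlite reagent, and luminescence was read.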
# GAA glycogen – GAA glycogen-cleavage inhibition or activation; P10253; recombinant GAA, glycogen substrate, Amplex Red glucose oxidase fluorescence; Potency, µM (highest dose often 76.4 µM), for inactives: at the highest dose activity change, negative = inhibition, usual class: inhibitors; actives 0.38% (n = 300,000);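 further: 0% = full enzyme reaction and -100% = no-enzyme basal signal; the screen sought inhibitors and activators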
#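 Recombinant enzyme (4 nM final) with compounds titrated up to 77 uM and bovine liver glycogen (30 ug) in citrate pH 5.0, 0.01% Tween-20, 37 C 40 min. Released glucose detected by Amplex Red/glucose oxidase (Ex 573/Em 610); AC50 from Hill fits.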
# GLA spleen mod – inhibitors or activators of human alpha-galactosidase in spleen homogenate | Potency, µM (titrated, usually from 80 µM), for inactives: at the highest dose activity change, negative = inhibition, hits mostly inhibitors | P06280 | human spleen homogenate, 4MU-alpha-Gal fluorescence, 40 min | actives 0.008% (n = 240,000) | AID 2107;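 further: 0% = enzyme with vehicle and -100% = no enzyme basal signal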
# Target sequence (P06280 32-429 limits assumed): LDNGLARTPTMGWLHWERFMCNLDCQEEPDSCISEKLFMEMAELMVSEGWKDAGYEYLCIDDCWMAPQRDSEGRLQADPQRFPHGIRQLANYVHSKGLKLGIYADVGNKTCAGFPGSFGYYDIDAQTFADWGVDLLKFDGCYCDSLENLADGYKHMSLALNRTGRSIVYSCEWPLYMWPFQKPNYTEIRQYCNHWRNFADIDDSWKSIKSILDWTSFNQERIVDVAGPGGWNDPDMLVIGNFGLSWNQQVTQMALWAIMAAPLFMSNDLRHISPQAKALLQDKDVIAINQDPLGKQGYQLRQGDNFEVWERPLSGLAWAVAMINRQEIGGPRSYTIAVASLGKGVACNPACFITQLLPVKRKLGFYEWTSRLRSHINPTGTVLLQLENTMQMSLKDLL
#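 qHTS titration in buffer at pH 5.0. Alpha-galactosidase activity in spleen homogenate was measured via 4-methylumbelliferone release from 1 mM fluorogenic substrate after 40 min at 37C and a pH 10 stop. AC50 came from Hill fits of control-normalized data.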
# Starred values were filed as active, the others as inactive; u = inconclusive; x = not tested or not shown; & = joins results of further samples; [ ] = dose if it differs, or a comment. The call rests on the fitted dose curve; in most records, active means well fitted curve in the direction sought with a large enough effect; inconclusive means small, poorly fitted or top-dose-only effect, or another doubt; inactive means no such curve, though single readings can be large; an effect the other way counts as inactive or inconclusive. Potency means the concentration at half of the fitted maximal effect.
# Start of the listing, in advance, two compounds:
SMILES,Tau FP inhib,Tau fibril ThT,Tau fluor counter,GAA inhib,aGlu spleen mod,HTT cytoprotect,GAA glycogen,GLA spleen mod
CCN=C1S/C(=C\c2cc(OCC)c(O)cc2Br)C(=O)N1CC,u,-16%,-24%,-19%,4%,x,6%,6%
CC(C)CCC(CCN1CCOCC1)c1ccc2c(c1)OCO2 (configuration not stated),1%,-5%,-8%,-7%,-2%,0%,5%,3%

# The listing, from the start:
SMILES,Tau FP inhib,Tau fibril ThT,Tau fluor counter,GAA inhib,aGlu spleen mod,HTT cytoprotect,GAA glycogen,GLA spleen mod
CCN=C1S/C(=C\c2cc(OCC)c(O)cc2Br)C(=O)N1CC,u,-16%,-24%,-19%,4%,x,6%,6%
CC(C)CCC(CCN1CCOCC1)c1ccc2c(c1)OCO2 (configuration not stated),1%,-5%,-8%,-7%,-2%,0%,5%,3%
Cc1cccc(/C=N/Nc2ccc3ccccc3n2)c1,2%,u,u,-2%,-5%,-51%[inhibitor][10 µM],2%,2%
CN(CCO)c1cc(NCCCN2CCC(Cc3ccccc3)CC2)c2nonc2c1[N+](=O)[O-],-8%,-16%,3%,-9%,-1%,-12%[10 µM],7%,0%
COC(=O)CCCC1=CC2=C(c3ccccc3)C(=O)C(C)(OC(=O)C3CCCC3)C(=O)C2=CN1CCN1CCOCC1 (configuration not stated),-3%[11.6 µM],-13%[11.5 µM],-6%[11.6 µM],x,9%[17.4 µM],-8%&4%[10 µM],-6%,-15%[17.5 µM]
CC(=O)Nc1ccnc(-c2cccnc2)n1,-2%,-5%,-1%,-1%,-4%,-15%,-3%,5%
Cc1ccc(SCc2[nH]nc3c2C(C(C)C)C(C#N)=C(N)O3)cc1 (configuration not stated),3%,-5%,-19%,-8%,-5%,3%,-3%,-13%
COc1cccc(C2c3c(oc4ccc(F)cc4c3=O)C(=O)N2CCN2CCOCC2)c1OC (configuration not stated),-9%,u,-11%,-9%,2%,6%[10 µM],2%,1%
CCOc1ccc2nc(Cl)c(C3CC(c4ccco4)=NN3S(=O)(=O)c3ccccc3)cc2c1 (configuration not stated),-10%,9%,-4%,-7%,0%,1%[10 µM],6%,-2%
CC(C)CCNC(=O)Cn1c(-c2cccs2)cc2cc(F)ccc21,-8%,5%,-3%,x,x,x,7%[76.3 µM],x
Cc1ccsc1/C=N/NC(=O)c1ccccn1,10%,-14%,3%,10%,-9%,11%[10 µM],-9%,5%
Cc1ccc2nc(NC3=NCN(Cc4cccnc4)CN3)nc(C)c2c1,12%,0%,6%,2%,1%,-7%,-8%,-1%
CC(=O)NC(=S)Nc1ccc(S(=O)(=O)Nc2nc(C)cc(C)n2)cc1,-4%,-8%,-10%,14%,-2%,u,-4%,6%
COc1ccc(C(CC(=O)O)NC(=O)COc2ccccc2OC)cc1OC (configuration not stated),6%,1%,3%,2%,-3%,-12%,-10%,5%
CCN1CCCC1CNS(=O)(=O)c1cc(Br)cc2c1N(C(=O)C1CC1)CC2 (configuration not stated),-4%,-5%,-2%,-1%,-3%,25%,1%,3%
Cc1cc2cc(CNC(=O)c3ccc(Br)o3)ccc2n1C,-9%,u,-6%,x,6%,0%[10 µM],7%,10%
Fc1ccc(C2CC(c3ccccc3)n3ncnc3N2)cc1 (configuration not stated),5%,-11%,1%,0%,-5%,15%[0.074 µM],0%,-5%
CCOC(=O)c1c(NC(=O)CN2CCC(C)CC2)sc(C)c1C,4%,u,-14%,9%,4%,-43%[inhibitor],-8%,0%
CCn1c(CSc2nnc(-c3ccncc3)n2C)nc2cc(C(=O)O)ccc21,-8%,-20%,-3%,x,4%,0%[10 µM],6%,6%
Cc1ccc(/C=N/NC(=O)CSc2nc3ccccc3o2)cc1,-2%,-11%,-14%,-4%,2%,14%[10 µM],-4%,4%
COc1ccccc1CN(Cc1nc2ccccc2c(=O)[nH]1)C(=O)Nc1ccccc1C,8%,-14%,-4%,-10%,-9%,-23%,-7%,2%
NC(=O)c1nn(-c2ccccc2)nc1N,3%,8%,-1%,6%,-1%,4%,-2%,7%
CCN(CCCNC(=O)c1nn(-c2ccc(C)cc2)c(=O)c2c1c1ccccc1n2C)c1ccccc1,-2%,2%,-20%,x,x,x,13%[76.3 µM],x
CC(C)CCNC(=O)C(c1cccs1)N(CC1CCCO1)C(=O)Cn1nnc2ccccc21 (configuration not stated),7%,-2%,-3%,-4%,-6%,1%[1.9 µM],1%,-6%
CCOC(=O)c1cnc(SC)nc1Sc1cc(Cl)ccc1Cl,u,4%,-8%,4%,-10%,-18%,-1%,2%
Cn1nnnc1SCC(=O)Nc1ccccc1C(=O)NC1CC1,-2%,-14%,-7%,1%,-3%,-21%,-1%,-6%
C=CCn1c(CCNC(=O)c2cccs2)n[nH]c1=S,10%,5%,10%,-3%,4%,x,-11%,3%
COc1cccc(C(=O)NCCSc2c(C)[nH]c3ccccc23)c1OC,15%,x,u,x,-10%,-2%[10 µM],-9%,0%
O=[N+]([O-])c1cc2c(c(CSc3nnc(Nc4ccccc4)s3)c1)OCOC2,-12%,7%,u,-3%,-5%,22%,2%,-12%
CCN(C(=O)CCNC(=O)Cn1cnc2ccccc2c1=O)c1cccc(Cl)c1,-3%,2%,1%,x,x,x,-3%,x
O=C1c2ccccc2C(=O)N1CC(O)Cn1nnc2ccccc21 (configuration not stated),5%,-2%,-1%,-5%,4%,-5%[10 µM],9%,4%
CCn1c(SCC(=O)Nc2nccs2)nnc1-c1ccc(C)cc1,4%,-7%,0%,-1%,5%,-8%[10 µM],4%,7%
CSc1nc2sc(-c3ccccc3)cc2c(=O)n1N,2%,-1%,7%,8%,3%,-79%[inhibitor],-6%,-6%
O=C(NCc1ccc2c3c(cccc13)C(=O)N2)c1cccs1,-8%,9%,-4%,x,-1%,-10%[10 µM],7%,1%
CCO[C@H]1OC(C(=O)Nc2ccccc2)=C[C@@H](c2coc3ccccc3c2=O)[C@@H]1CCCO,-6%,-16%,-4%,x,-3%,27%[10 µM],11%,-1%
O=C(CN1CCN(c2ccc([N+](=O)[O-])cc2)CC1)Nc1ccccn1,-4%,u,-7%,-8%,-1%,x,-5%,-1%
Cc1ccc2c(C)c(C(=O)NCC(c3ccc(Cl)cc3)N3CCOCC3)oc2c1 (configuration not stated),-4%,u,-25%,x,x,x,-11%[76.3 µM],x
CN(C(=O)CSc1cn(CC(=O)N2CCCCC2)c2ccccc12)c1ccccc1,-1%,-8%,-6%,x,x,x,16%[76.3 µM],x
CNC(=O)c1sc(N2N=C3/C(=C/c4ccccc4)CCCC3C2c2ccccc2)nc1C (configuration not stated),11%,5%,-22%,-12%,1%,-29%,1%,6%
COc1ccc(NC(=O)CSc2n[nH]c(C(C)C)n2)c([N+](=O)[O-])c1,9%,0%,7%,-1%,7%,24%[10 µM],3%,4%
CCC(=O)N(C)C(c1ccccc1Cl)c1nnnn1-c1c(C)cccc1C (configuration not stated),3%,-11%,-6%,2%,-5%,5%,-7%,-6%
O=C(COCc1cc(-c2cccs2)on1)NCc1cccc(Cl)c1,4%,-5%,-14%,x,x,x,-14%[76.3 µM],x
O=C(CN1C(=O)C2(OCCCO2)c2ccccc21)NCCc1ccccc1,5%,-2%,4%,-7%,0%,-23%,0%,-4%
Cc1ccc(OCCn2cc(/C=C3\C(=O)NN(c4ccccc4)C3=O)c3ccccc32)cc1,u,7.1µM*,u,u,-3%,u,-12%,-14%
CCOC(=O)c1sc(NC(=S)NC(=O)c2ccccc2)c(C(=O)OCC)c1C,u,4%,2%,2%,-2%,6%[10 µM],3%,8%
COc1ccc(NC(=O)N2CCCCCC2)c(OC)c1,0%,-18%,-11%,-3%,1%,-18%,-15%,-2%
CCOCCCNC(=O)c1c(N)n(-c2ccc3c(c2)OCO3)c2nc3ccccc3nc12,4%,-7%,-6%,x,2%,-11%[10 µM],-7%,-1%
N#Cc1c(NC(=O)CSc2nc3ccccc3s2)sc2c1CCCC2,-9%,-17%,-5%,-1%,-4%,x,0%,-9%

# Part of the list above, as labelled records:
CC(=O)NC(=S)Nc1ccc(S(=O)(=O)Nc2nc(C)cc(C)n2)cc1
  Tau FP inhib = -4%	Tau fibril ThT = -8%	Tau fluor counter = -10%	GAA inhib = 14%	aGlu spleen mod = -2%	HTT cytoprotect = u	GAA glycogen = -4%	GLA spleen mod = 6%

COc1ccc(C(CC(=O)O)NC(=O)COc2ccccc2OC)cc1OC (configuration not stated)
  Tau FP inhib = 6%	Tau fibril ThT = 1%	Tau fluor counter = 3%	GAA inhib = 2%	aGlu spleen mod = -3%	HTT cytoprotect = -12%	GAA glycogen = -10%	GLA spleen mod = 5%

# Carrying on.
SMILES,Tau FP inhib,Tau fibril ThT,Tau fluor counter,GAA inhib,aGlu spleen mod,HTT cytoprotect,GAA glycogen,GLA spleen mod
CCOc1ccc(-c2nc(CSc3nnc(N)s3)cs2)cc1OC,-3%,1%,-2%,-7%,-4%,-11%,-3%,2%
CC1=NN(c2ccccc2)C(=O)C1N=Nc1ccc(S(N)(=O)=O)cc1 (configuration not stated),-8%,u,-22%,u,-9%,9%[10 µM],11%,11%
Cc1ccc(CNC(=O)CSc2c3c(nc4ccc(Cl)cc24)CCCC3)o1,8%,u,1%,-3%,-21%,u,6%,-21%
COC(=O)C(C)NC(=O)C12CC3CC(CC(C3)C1)C2 (configuration not stated),4%,-8%,2%,2%,-7%,16%[10 µM],7%,9%
CC1CCC/C(=C\Nc2ccccc2C(=O)O)C1=O (configuration not stated),-15%,u,-12%,-3%,-4%,3%,-4%,5%
Cc1cccc(N(CC(=O)N/N=C/c2ccc(OCC(=O)NCc3ccco3)cc2)S(C)(=O)=O)c1C,-8%,-2%,-25%,-4%,-2%,13%,8%,2%
CCOC(=O)Cc1csc(N/C(=N/S(=O)(=O)c2ccc(Cl)cc2)c2ccccc2)n1,0%,7%,3%,u,0%,u,6%,-5%
